# Screens as filed in PubChem BioAssay.
# EZH2 inh – inhibitors of human EZH2/PRC2 methyltransferase | Q15910 | PRC2 H3K27 methylation, DELFIA TRF, 1 h | inhibition, % at 12.5 µM | 57,000 tested, 0.35% active | AID 651548;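 active = mean inhibition of replicates at least 50% and every single replicate also reaching 50%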;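 note: dimethyl H3K27 on biotinylated H3 21-44 peptide detected by antibody; plate controls were median neutral control wells for no effect and median positive control wells for full effect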
# IDH1 R132H inh – inhibitors of human IDH1 R132H; O75874; IDH1 R132H reductase, diaphorase/resazurin fluorescence, 60 min; inhibition, % at 10 µM; 70,000 tested, 0.18% active; AID 624101; in the data active = inhibition above about 34%;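 note: 0% = DMSO and 100% = no enzyme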
# Target sequence (O75874 whole entry R132H): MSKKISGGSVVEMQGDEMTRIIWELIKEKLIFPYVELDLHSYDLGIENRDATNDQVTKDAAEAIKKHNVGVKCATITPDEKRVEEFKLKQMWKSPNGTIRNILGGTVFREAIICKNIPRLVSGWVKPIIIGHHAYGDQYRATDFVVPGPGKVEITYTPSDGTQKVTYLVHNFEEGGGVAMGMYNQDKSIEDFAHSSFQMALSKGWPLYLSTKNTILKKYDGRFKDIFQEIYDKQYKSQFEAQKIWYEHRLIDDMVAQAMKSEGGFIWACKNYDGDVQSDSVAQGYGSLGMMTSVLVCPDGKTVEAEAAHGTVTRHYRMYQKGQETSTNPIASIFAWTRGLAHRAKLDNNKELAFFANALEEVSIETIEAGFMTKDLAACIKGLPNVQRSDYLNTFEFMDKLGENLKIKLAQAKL
# The depositor's hits bear a star; nt = not tested or not shown. Some of the compounds tested. The share of hits here may be higher or lower than overall.
smiles	EZH2 inh	IDH1 R132H inh
C[C@H]1CCCCO[C@@H](CN(C)S(=O)(=O)c2ccccc2)[C@@H](C)CN([C@@H](C)CO)C(=O)c2cc(NC(=O)Cc3ccccc3)ccc2O1	nt	-1.9
O=C(N[C@H]1CC[C@@H](CCn2cc(C3(O)CCCC3)nn2)O[C@@H]1CO)C1CCCCC1	-5	0.4
C[C@H](CO)N1C[C@H](C)[C@@H](CN(C)Cc2ccc3c(c2)OCO3)Oc2ccc(NC(=O)CCN3CCOCC3)cc2C1=O	1	-1.9
COCC#Cc1cnc2c(c1)C(=O)N([C@H](C)CO)C[C@@H](C)[C@@H](CN(C)C(=O)CCN1CCCCC1)O2	-7	0.0
C[C@@H]1CN([C@@H](C)CO)S(=O)(=O)c2ccc(-c3ccc(F)cc3)cc2O[C@H]1CN(C)Cc1ccccc1C(=O)O	6	nt
C[C@H](CO)N1C[C@H](C)[C@H](CN(C)S(=O)(=O)c2ccc(-c3ccccc3)cc2)OCc2cnnn2CCCC1=O	nt	2.4
O=C(NCC1CCCO1)C1CC(c2ccccc2O)=NO1 (stereo unspecified)	-15	-0.2
Cn1c(=O)c2c(nc(SCC(N)=O)n2Cc2ccccc2F)n(C)c1=O	-14	0.0
COc1ccc(S(=O)(=O)N(C)C[C@@H]2Oc3ncc(C#CC4(O)CCCC4)cc3C(=O)N([C@H](C)CO)C[C@H]2C)cc1	0	nt
CN(C)C(=O)C[C@H]1C[C@H]2c3cc(NC(=O)C4CCC4)ccc3O[C@H]2[C@H](CO)O1	14	0.1
O=C(COc1ccc(F)cc1)Nc1sc2c(c1C(=O)NC1CCS(=O)(=O)C1)CCCC2 (stereo unspecified)	2	0.6
Cc1noc(C)c1NC(=O)N(C)C[C@H]1Oc2ccc(NS(C)(=O)=O)cc2C(=O)N([C@@H](C)CO)C[C@@H]1C	nt	0.8
C[C@H]1CN([C@@H](C)CO)S(=O)(=O)c2ccc(/C=C/c3ccccc3)cc2O[C@@H]1CN(C)C(=O)Nc1cccc(F)c1	nt	2.2
Cc1noc(C)c1NC(=O)Nc1ccc2c(c1)C(=O)N([C@H](C)CO)C[C@@H](C)[C@H](CN(C)S(=O)(=O)c1ccc(F)cc1)O2	nt	-0.6
COc1cccc(S(=O)(=O)N(C)C[C@@H]2Oc3ncc(C#Cc4ccc(OC)c(OC)c4)cc3C(=O)N([C@H](C)CO)C[C@@H]2C)c1	nt	1.0
CO[C@@H]1CN(C)C(=O)c2ccc(NC(=O)Cc3ccccc3)cc2OC[C@H](C)N(C(C)=O)C[C@H]1C	3	-0.3
C[C@H]1CN([C@@H](C)CO)C(=O)c2cc(-c3cccc(C(=O)N(C)C)c3)cnc2O[C@H]1CN(C)C(=O)Cc1ccccn1	19	-1.4
Cc1ccc(S(=O)(=O)N(C)C[C@H]2Oc3c(NC(=O)c4ccncc4)cccc3C(=O)N([C@H](C)CO)C[C@@H]2C)cc1	-5	nt
COc1cccc(NC(=O)N(C)C[C@@H]2Oc3cc(C#CC4(O)CCCC4)ccc3S(=O)(=O)N([C@@H](C)CO)C[C@@H]2C)c1	-12	-29
CC(C)NC(=O)Nc1ccc2c(c1)C(=O)N([C@H](C)CO)C[C@H](C)[C@H](CN(C)C(=O)Nc1ccc(F)cc1)OCCCC[C@@H](C)O2	nt	-0.7
NC(=O)CSc1oc(-c2ccccc2)nc1S(=O)(=O)c1ccccc1	-14	-0.2
C[C@@H]1CN([C@H](C)CO)C(=O)Cc2cc(NC(=O)Nc3ccc(F)cc3)ccc2O[C@H]1CN(C)Cc1ccc(C(F)(F)F)cc1	nt	0.0
C[C@H](CO)N1C[C@H](C)[C@@H](CN(C)C(=O)Cc2ccccc2)OCCCC[C@H](C)Oc2ccc(NC(=O)Nc3ccccc3)cc2C1=O	nt	-0.7
COc1ccc(C(=O)Nc2cc(C)ccc2NC(=O)COc2ccccc2)cc1	12	0.0
Cn1c(=O)c2c(nc(N3CCOCC3)n2CCCN)n(C)c1=O	1	1.0
O=C(CCCCCC(=O)N/N=C/c1c(F)c(F)c(F)c(F)c1F)NO	4	0.5
C[C@@H]1CN([C@H](C)CO)C(=O)c2cc(NC(=O)Nc3cccc4ccccc34)ccc2O[C@H]1CN(C)Cc1ccc(Cl)c(Cl)c1	nt	0.2
C/C=C/c1cnc2c(c1)C(=O)N([C@H](C)CO)C[C@H](C)[C@@H](CN(C)C(=O)NCCC)O2	5	-7.4
CN(C)C(=O)C[C@H]1CC[C@H](NC(=O)C2CCOCC2)[C@@H](CO)O1	-2	0.0
COc1ccc(S(=O)(=O)N(C)C[C@@H]2Oc3ncc(-c4cccc(F)c4)cc3C(=O)N([C@H](C)CO)C[C@@H]2C)cc1	nt	-0.1

# Profiles from above. Order of values: EZH2 inh | IDH1 R132H inh
# COc1ccc(C(=O)Nc2cc(C)ccc2NC(=O)COc2ccccc2)cc1 is listed with 12 | 0.0
# NC(=O)CSc1oc(-c2ccccc2)nc1S(=O)(=O)c1ccccc1 is listed with -14 | -0.2
# O=C(CCCCCC(=O)N/N=C/c1c(F)c(F)c(F)c(F)c1F)NO is listed with 4 | 0.5

# Further results
smiles	EZH2 inh	IDH1 R132H inh
C[C@H]1CN([C@@H](C)CO)S(=O)(=O)c2ccc(-c3cncnc3)cc2O[C@@H]1CN(C)Cc1ccncc1	-8	0.3
CC(C)N(CCC#N)S(=O)(=O)c1ccccc1[N+](=O)[O-]	-4	0.0
CC(C)(C)c1ccc(C(=O)Nc2nonc2-c2nc3ccccc3[nH]2)cc1	-1	-0.2
CCOc1ccccc1NC(=O)CSc1ncnc2sc(C)c(C)c12	37	-0.9
CCOC(=O)CSc1ncnc2scc(-c3ccc(Cl)cc3)c12	37	0.1
COc1ccc(NC(=O)N(C)C[C@H]2Oc3ccc(NC(=O)Nc4ccc5c(c4)OCO5)cc3CC(=O)N([C@@H](C)CO)C[C@@H]2C)cc1	nt	-0.3
CO[C@H](CN(C)Cc1nccs1)[C@H](C)CN([C@H](C)CO)S(=O)(=O)c1ccc(C)cc1	-15	-0.3
CO[C@H]1CN(C)C(=O)c2cc(NC(=O)Nc3cc(F)ccc3F)ccc2OC[C@@H](C)N(C(=O)c2cnccn2)C[C@@H]1C	4	0.2
O=C(C[C@@H]1C=C[C@@H](NS(=O)(=O)c2ccc(F)cc2)[C@H](CO)O1)NCc1ccc(Cl)c(Cl)c1	1	-0.3
CO[C@@H]1CN(C)C(=O)c2cc(NC(=O)c3ccccc3)ccc2OC[C@@H](C)N(C(=O)CN(C)C)C[C@H]1C	1	0.4
COc1ccc(S(=O)(=O)N(C)C[C@H]2Oc3ccc(NC(=O)NC4CCCCC4)cc3C(=O)N([C@H](C)CO)C[C@@H]2C)cc1	nt	1.5
C[C@@H]1CCCCO[C@H](CN(C)C(=O)c2ccncc2)[C@H](C)CN([C@@H](C)CO)C(=O)c2cc(NC(=O)NC3CCCCC3)ccc2O1	nt	3.1
CC(=O)N(C)C[C@H]1Oc2ncc(C#Cc3ccccc3F)cc2C(=O)N([C@@H](C)CO)C[C@@H]1C	-1	-2.1
Cc1noc(C)c1NC(=O)Nc1ccc2c(c1)CC(=O)N([C@@H](C)CO)C[C@H](C)[C@@H](CN(C)C(=O)Nc1ccc(F)cc1)O2	nt	0.3
Cc1noc(C)c1NC(=O)N[C@H]1CC[C@H](CC(=O)Nc2ccc(-c3ccccc3)cc2)O[C@H]1CO	-2	-0.3
C[C@@H]1CN([C@@H](C)CO)C(=O)Cc2cc(NC(=O)Nc3ccc4c(c3)OCO4)ccc2O[C@H]1CN(C)Cc1ccc(C(=O)O)cc1	nt	2.5
Cc1noc(C)c1NC(=O)N(C)C[C@H]1Oc2ccc(NC(=O)Cc3cn(C)c4ccccc34)cc2C(=O)N([C@@H](C)CO)C[C@H]1C	nt	-43
O=C1c2ccccc2C(=O)N1Cc1nc(-c2ccccn2)no1	nt	0.0
CCC(=O)N1C[C@@H](C)[C@H](OC)CN(C)C(=O)c2ccc(NC(=O)c3ccc(F)cc3)cc2OC[C@H]1C	10	0.2
C[C@H](CO)N1C[C@H](C)[C@H](CN(C)Cc2ccc3c(c2)OCO3)Oc2ccc(NC(=O)Cc3ccccc3)cc2C1=O	25	nt
C[C@@H]1CN([C@@H](C)CO)C(=O)c2cc(/C=C/c3ccccc3)cnc2O[C@@H]1CN(C)C(=O)C1CC1	8	1.1
C[C@@H]1CN([C@H](C)CO)C(=O)c2cc(NC(=O)Nc3ccccc3)ccc2O[C@@H]1CN(C)S(=O)(=O)c1ccc(Cl)cc1	-12	0.9
CC(=O)c1ccc(NC(=O)COc2ccccc2C(=O)Nc2sc3c(c2C#N)CCCC3)cc1	-10	-0.1
O=C(CN1C(=O)c2cccc3cccc1c23)Nc1cccnc1	-3	-0.4
Cc1noc(C)c1NC(=O)N(C)C[C@H]1Oc2ccc(NC(=O)CCN3CCOCC3)cc2C(=O)N([C@H](C)CO)C[C@@H]1C	nt	3.1
CNC[C@H]1Oc2ccc(NS(=O)(=O)c3cn(C)cn3)cc2CC(=O)N([C@H](C)CO)C[C@@H]1C	3	6.9
CC(C)[C@@H](C)NC(=O)N(C)C[C@H]1OCc2ccccc2-c2c(n(C)c3ccccc23)C(=O)N([C@@H](C)CO)C[C@@H]1C	-20	nt
COC(=O)C[C@H]1C[C@@H]2c3cc(NS(=O)(=O)c4ccc(F)cc4)ccc3O[C@@H]2[C@H](CO)O1	7	-0.4
C[C@H]1CN([C@@H](C)CO)S(=O)(=O)c2ccc(C#CC3CC3)cc2O[C@H]1CN(C)C(=O)CC1CC1	-5	1.1
CCCNC(=O)N(C)C[C@@H]1Oc2cc(C#C[C@@H](C)O)ccc2S(=O)(=O)N([C@@H](C)CO)C[C@H]1C	-3	2.7
CC(C)NC(=O)Nc1ccc2c(c1)CC(=O)N([C@@H](C)CO)C[C@@H](C)[C@@H](CN(C)Cc1ccc(C(=O)O)cc1)O2	nt	0.5
CCCNC(=O)C[C@@H]1C[C@H]2c3cc(NC(=O)Nc4ccccc4F)ccc3O[C@H]2[C@H](CO)O1	10	-0.1
C[C@H](CO)N1C[C@H](C)[C@@H](CN(C)Cc2ccc(C(=O)Nc3ccccc3N)cc2)Oc2ccc(NS(=O)(=O)c3ccc(Cl)cc3)cc2C1=O	-17	-0.4
CCCNC(=O)N(C)C[C@H]1Oc2ncc(C#CCc3ccccc3)cc2C(=O)N([C@H](C)CO)C[C@H]1C	-3	0.4
CC(C)NC(=O)NCC[C@H]1CC[C@@H](NC(=O)CN(C)C)[C@@H](CO)O1	8	-0.2
Cc1cc(C(=O)Nc2cccc3c2O[C@@H](CN(C)C(=O)Nc2ccc4c(c2)OCO4)[C@@H](C)CN([C@H](C)CO)C3=O)n(C)n1	nt	-1.4
C[C@@H]1CN([C@@H](C)CO)C(=O)Cc2cc(NC(=O)c3ccncc3)ccc2O[C@H]1CN(C)C(=O)Nc1ccc2c(c1)OCO2	nt	0.0
CO[C@@H]1CN(C)C(=O)c2ccc(NS(=O)(=O)c3ccccc3)cc2OC[C@H](C)N(Cc2ccccn2)C[C@@H]1C	-6	0.1
C[C@H]1CN([C@@H](C)CO)C(=O)c2cc(C#CCN(C)C)cnc2O[C@@H]1CN(C)Cc1ccncc1	8	-1.7
C[C@@H]1CN([C@H](C)CO)C(=O)Cc2cc(N(C)C)ccc2O[C@H]1CN(C)S(=O)(=O)c1cn(C)cn1	4	0.8
CC(C)NC(=O)N(C)C[C@H]1Oc2ncc(C#Cc3ccncc3)cc2C(=O)N([C@@H](C)CO)C[C@H]1C	-4	21
Cc1noc(C)c1S(=O)(=O)Nc1ccc2c(c1)C(=O)N([C@@H](C)CO)C[C@@H](C)[C@H](CN(C)C(=O)NC(C)C)O2	nt	-0.1
CO[C@H]1CN(C)C(=O)c2cc(NC(=O)C3CC3)ccc2OC[C@H](C)N(Cc2ccncc2)C[C@@H]1C	-9	0.1
C[C@@H]1CN([C@@H](C)CO)C(=O)Cc2cc(NS(=O)(=O)c3ccc(F)cc3)ccc2O[C@@H]1CN(C)S(=O)(=O)c1cccs1	nt	1.4
O=C(C[C@H]1C[C@@H]2c3cc(NC(=O)c4ccc5c(c4)OCO5)ccc3O[C@@H]2[C@@H](CO)O1)NCCN1CCCCC1	2	-0.9

# Gathered by group: the entries above with a cyano group.
smiles	EZH2 inh	IDH1 R132H inh
CC(C)N(CCC#N)S(=O)(=O)c1ccccc1[N+](=O)[O-]	-4	0.0
CC(=O)c1ccc(NC(=O)COc2ccccc2C(=O)Nc2sc3c(c2C#N)CCCC3)cc1	-10	-0.1

# Following part
smiles	EZH2 inh	IDH1 R132H inh
CCN(CC(=O)Nc1cccc(C(F)(F)F)c1)S(=O)(=O)c1ccc(C)cc1	5	-0.1
Cc1ccc(S(=O)(=O)Nc2ccc3c(c2)C(=O)N([C@H](C)CO)C[C@@H](C)[C@H](CN(C)C(=O)Nc2ccc4c(c2)OCO4)O3)cc1	nt	-0.7
C[C@@H]1CN([C@H](C)CO)C(=O)c2cc(C#CC(C)(C)O)cnc2O[C@H]1CN(C)Cc1cccc(C(=O)O)c1	7	3.4
C[C@H](CO)N1C[C@H](C)[C@@H](CN(C)C(=O)Cc2ccccc2)OCCCC[C@H](C)Oc2ccc(NS(=O)(=O)c3ccc(F)cc3)cc2C1=O	nt	-0.3
C[C@@H]1CN([C@@H](C)CO)C(=O)c2cc(NC(=O)CCCCCC(=O)Nc3ccccc3N)ccc2O[C@H]1CN(C)S(=O)(=O)c1ccccc1	0	-0.3
